# High-throughput results: PubChem, SRMLSC
# SK-BR-3 tox 24h = SK-BR-3 proliferation inhibitors. viability, % at 10 µM. 0.47% of 41,000 active. SK-BR-3 viability, CellTiter-Glo ATP luminescence, 24 h; active compounds read low;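 active means viability at or below the median of all test compounds minus 3 SD, in both replicates if run twice, cut at about 45% in these data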;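 further: 100% = median untreated cell wells and 0% = median positive control drug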
# * hit, by the source's call.
entry | mol | SK-BR-3 tox 24h
1 | CN1C(=O)N(C)C2(c3ccccc3)NC(=O)NC12c1ccccc1 (centres undefined) | 102
2 | O=C(Cn1nnc(-c2ccc(S(=O)(=O)N3CCCC3)cc2)n1)Nc1ccccc1-n1cccc1 | 90
3 | Fc1cccc(-c2cc3nc4c(c(N5CCOCC5)n3n2)CCCC4)c1 | 77
4 | CN(C(=O)CN1CCC(NC(=O)C2CCCCC2)CC1)C1CCCCC1 | 90
5 | CC(C)Oc1ccc(C2NC(=O)NC2=O)cc1 (centres undefined) | 93
6 | CC1=C(C(=O)OC(C)C)C(C)C(C(=O)OC(C)C)=C(C)N1 | 84
7 | CC(C)C(=O)Nc1nnn(C)n1 | 94
8 | c1ccc(Cn2nnnc2C(c2cccs2)N2CCCCCC2)cc1 (centres undefined) | 87

# Ordered by SMILES length (rising): some entries from above
entry | mol | SK-BR-3 tox 24h
5 | CC(C)Oc1ccc(C2NC(=O)NC2=O)cc1 (centres undefined) | 93
8 | c1ccc(Cn2nnnc2C(c2cccs2)N2CCCCCC2)cc1 (centres undefined) | 87
4 | CN(C(=O)CN1CCC(NC(=O)C2CCCCC2)CC1)C1CCCCC1 | 90
3 | Fc1cccc(-c2cc3nc4c(c(N5CCOCC5)n3n2)CCCC4)c1 | 77

# Not all compounds are listed, so the mix of outcomes need not match the whole.
